pPAFAH inh: pPAFAH (human) enzyme inhibition; recombinant pPAFAH, FP-rhodamine probe fluorescence polarization; inhibition, % at 3.39 µM; actives 1.5% (n = 330,000); Q13093;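 active means inhibition above the mean inhibition across the screen plus 3 SD, cut at about 25% in these data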;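 further: inhibitors block binding of the rhodamine activity-based probe so polarization drops; 0% = enzyme with DMSO and 100% = wells lacking pPAFAH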
PAFAH1B2 FP inh: PAFAH1B2 (human) inhibition; actives 1.2% (n = 340,000); P68402; inhibition, % at 3.39 µM; recombinant PAFAH1B2, FP-rhodamine activity probe, fluorescence polarization;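 active means inhibition above the mean of all tested compounds plus 3 SD, cut at about 24% in these data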;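 further: 0% = enzyme with DMSO and 100% = wells lacking PAFAH1B2; many of its hits are not listed in these tables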
Target sequence (P68402 whole entry, looked up): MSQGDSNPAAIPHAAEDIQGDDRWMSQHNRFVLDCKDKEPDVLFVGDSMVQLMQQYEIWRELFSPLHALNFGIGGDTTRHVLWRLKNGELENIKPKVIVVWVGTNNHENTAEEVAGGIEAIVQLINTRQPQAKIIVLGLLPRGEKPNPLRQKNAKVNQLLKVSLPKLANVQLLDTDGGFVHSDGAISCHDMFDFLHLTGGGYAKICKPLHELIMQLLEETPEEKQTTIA
GSTO1 counter: blocks human GSTO1 in RBBP9 counter-screen | P78417 | recombinant GSTO1, activity-based probe fluorescence polarization | inhibition, % at 5.96 µM | actives 1.1% (n = 300,000);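 active means inhibition above the campaign mean inhibition plus 3 SD, cut at about 35% in these data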;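 further: 0% = GSTO1-1 with DMSO and 100% = wells lacking GSTO1-1 enzyme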
Target sequence (P78417 whole entry, looked up): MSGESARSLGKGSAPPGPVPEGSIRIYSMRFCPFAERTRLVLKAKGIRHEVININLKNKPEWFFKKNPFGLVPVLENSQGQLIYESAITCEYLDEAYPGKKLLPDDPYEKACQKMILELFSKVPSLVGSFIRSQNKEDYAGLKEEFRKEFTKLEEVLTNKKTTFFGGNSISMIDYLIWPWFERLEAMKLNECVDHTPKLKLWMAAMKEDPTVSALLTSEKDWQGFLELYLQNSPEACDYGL
LYPLA1 counter: counter-screen for PME1 inhibitors: inhibitors of human LYPLA1 | recombinant LYPLA1, FP-Rh probe fluorescence polarization | AID 2174 | O75608 | actives 0.16% (n = 320,000) | inhibition, % at 5.9 µM;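 active means inhibition above the mean of all tested compounds plus 3 SD, set per campaign, cut at about 14% in these data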;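 further: inhibitors block serine hydrolase probe labeling of LYPLA1 so polarization falls; 0% = enzyme with DMSO and 100% = wells lacking LYPLA1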
PAD4 inh: blocks human protein arginine deiminase 4. actives 0.41% (n = 330,000). recombinant PAD4, RCA probe fluorescence polarization. inhibition, % at 6.36 µM. Q9UM07. AID 485272;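 active means percent inhibition above a cutoff equal to the mean of all tested compounds plus 3 SD, cut at about 15% in these data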;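 further: 0% = PAD4 with RCA probe and DMSO and 100% = probe without PAD4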
Fam108B inh: counter-screen for RBBP9 inhibitors: inhibitors of mouse Fam108B. actives 0.33% (n = 300,000). recombinant Fam108B, FP-Rh probe fluorescence polarization. inhibition, % at 9.51 µM;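 active means inhibition above the screen mean inhibition plus 3 SD, computed separately per campaign, cut at about 18% in these data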;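 further: inhibitors lower polarization as less probe binds the enzyme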
PME-1 primary: blocks human protein phosphatase methylesterase 1. inhibition, % at 5.9 µM. actives 0.53% (n = 320,000). Q9Y570. recombinant PME-1, FP-Rh probe fluorescence polarization;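 active means inhibition above the campaign mean of all compounds plus 3 SD, cut at about 26% in these data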;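 further: competitive labeling of PME-1 active site by serine hydrolase directed probe; 0% = PME-1 with DMSO and 100% = wells lacking PME-1 enzyme; inhibitors block probe labeling so polarization falls and inhibition rises; many of its hits are not listed in these tables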
Target sequence (Q9Y570 whole entry, looked up): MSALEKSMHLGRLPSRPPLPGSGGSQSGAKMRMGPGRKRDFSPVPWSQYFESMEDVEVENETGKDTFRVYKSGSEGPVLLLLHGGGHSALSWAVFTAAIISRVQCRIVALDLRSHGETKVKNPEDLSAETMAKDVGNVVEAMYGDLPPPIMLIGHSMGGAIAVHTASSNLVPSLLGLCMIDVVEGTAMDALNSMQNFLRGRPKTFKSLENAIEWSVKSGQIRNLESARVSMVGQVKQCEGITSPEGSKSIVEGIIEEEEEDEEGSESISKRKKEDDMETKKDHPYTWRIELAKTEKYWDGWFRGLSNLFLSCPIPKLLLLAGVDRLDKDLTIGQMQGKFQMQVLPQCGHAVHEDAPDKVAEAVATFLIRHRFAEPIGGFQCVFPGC
PAFAH2 inh: inhibitors of human PAFAH2 | recombinant PAFAH2, FP-rhodamine activity probe, fluorescence polarization | inhibition, % at 3.39 µM | actives 0.99% (n = 340,000);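 active means inhibition above the mean over all tested compounds plus 3 SD, cut at about 30% in these data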;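 further: inhibitors block probe labeling of enzyme so polarization drops; 0% = enzyme with DMSO and 100% = wells lacking PAFAH2 protein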
PAFAH1B3 FP inh: inhibitors of human PAFAH1B3; actives 0.28% (n = 340,000); inhibition, % at 3.39 µM; AID 492972; recombinant PAFAH1B3, FP-rhodamine probe, fluorescence polarization; Q15102;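 active means inhibition above the screen-wide average of all tested compounds plus 3 SD, cut at about 25% in these data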;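 further: 0% = enzyme with DMSO only and 100% = wells lacking PAFAH1B3 protein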
The depositor's hits bear a star; / = no result given.

Start of the data: the first 12 compounds, to show the layout:
smiles,PAFAH2 inh,Fam108B inh,GSTO1 counter,PME-1 primary,pPAFAH inh,LYPLA1 counter,PAFAH1B2 FP inh,PAD4 inh,PAFAH1B3 FP inh
COc1ccc(C(=O)c2c3ccc(OC)cc3[n+]([O-])n2Cc2ccc(C(N)=O)cc2)cc1,3,3,6,6,7,0,4,-5,-4
Cc1ccc(OCCN(C)C(=O)C2CCC(=O)N(CC3CCCCC3)C2)cc1 (centres undefined),1,-1,-3,-3,8,0,5,-3,9
COc1ccc(C2=NOC(C(=O)N3CCCc4ccccc43)C2)cc1 (centres undefined),0,-2,-6,-1,5,0,6,-1,4
Cc1cc(-c2ccc(C)c(S(=O)(=O)Nc3ccc(S(N)(=O)=O)cc3)c2)on1,1,1,-2,-5,2,0,3,0,11
O=C1C=C(N2CCN(C(=O)c3ccccc3)CC2)C2(CCCCC2)O1,-1,-4,3,2,-3,-3,-1,-1,9
CC(C)(Oc1ccc(Cl)cc1)C(=O)Nc1cccnc1,3,-1,0,-7,2,4,8,4,1
O=C(Nc1ccccc1Cl)c1cccs1,2,-4,0,-5,2,-1,0,-2,10
COc1ccc(C2CC(c3ccccc3)=NN2C(=O)CSc2ncccn2)cc1 (centres undefined),-11,0,0,7,8,1,3,0,5
Cc1nc(Oc2cccc(Cl)c2)c2oc3ccccc3c2n1,-11,-2,-9,0,10,-6,0,2,8
COCc1c(C(=O)N2CCc3ccccc32)oc2ccccc12,-1,-3,-2,-1,10,2,1,1,1
CCN1CCN(c2nc3c(c(=O)[nH]c(=O)n3C)n2CCSc2nc3ccccc3s2)CC1,-15,-3,-5,-3,1,1,-2,5,-5
Cc1ccc(C(=O)NCC2(c3ccccc3)CCCC2)cc1,4,1,1,7,15,-1,92*,0,5

The listing, repeating the preview:
smiles,PAFAH2 inh,Fam108B inh,GSTO1 counter,PME-1 primary,pPAFAH inh,LYPLA1 counter,PAFAH1B2 FP inh,PAD4 inh,PAFAH1B3 FP inh
COc1ccc(C(=O)c2c3ccc(OC)cc3[n+]([O-])n2Cc2ccc(C(N)=O)cc2)cc1,3,3,6,6,7,0,4,-5,-4
Cc1ccc(OCCN(C)C(=O)C2CCC(=O)N(CC3CCCCC3)C2)cc1 (centres undefined),1,-1,-3,-3,8,0,5,-3,9
COc1ccc(C2=NOC(C(=O)N3CCCc4ccccc43)C2)cc1 (centres undefined),0,-2,-6,-1,5,0,6,-1,4
Cc1cc(-c2ccc(C)c(S(=O)(=O)Nc3ccc(S(N)(=O)=O)cc3)c2)on1,1,1,-2,-5,2,0,3,0,11
O=C1C=C(N2CCN(C(=O)c3ccccc3)CC2)C2(CCCCC2)O1,-1,-4,3,2,-3,-3,-1,-1,9
CC(C)(Oc1ccc(Cl)cc1)C(=O)Nc1cccnc1,3,-1,0,-7,2,4,8,4,1
O=C(Nc1ccccc1Cl)c1cccs1,2,-4,0,-5,2,-1,0,-2,10
COc1ccc(C2CC(c3ccccc3)=NN2C(=O)CSc2ncccn2)cc1 (centres undefined),-11,0,0,7,8,1,3,0,5
Cc1nc(Oc2cccc(Cl)c2)c2oc3ccccc3c2n1,-11,-2,-9,0,10,-6,0,2,8
COCc1c(C(=O)N2CCc3ccccc32)oc2ccccc12,-1,-3,-2,-1,10,2,1,1,1
CCN1CCN(c2nc3c(c(=O)[nH]c(=O)n3C)n2CCSc2nc3ccccc3s2)CC1,-15,-3,-5,-3,1,1,-2,5,-5
Cc1ccc(C(=O)NCC2(c3ccccc3)CCCC2)cc1,4,1,1,7,15,-1,92*,0,5
Cc1ccc(S(=O)(=O)N2CCCCC2)cc1C(=O)N1C(C)CCCC1C (centres undefined),8,/,/,/,-4,/,6,-5,4
CCOc1cccc(-c2c(C(=O)N/N=C(\C)c3cccs3)nnn2-c2nonc2N)c1,19,5,-6,-1,4,-1,1,-5,3
CC(NC(=O)C(=O)NCc1cccs1)c1ccccc1 (centres undefined),4,1,2,-2,6,7,8,-7,6
COc1ccccc1C(=O)Nc1nnc(S(=O)(=O)N2CCCCCC2)s1,11,-2,-16,-3,5,-2,8,-2,-2
O=C1CN(C(=O)c2cccc([N+](=O)[O-])c2)CC(=O)N1,-6,-3,8,-9,5,1,4,0,-7
Clc1ccc(Nc2nc(-c3ccncc3)cs2)cc1,1,-2,8,5,4,4,0,-4,3
CCOc1ccc(C(C)NC(=O)C2CCC2)cc1 (centres undefined),4,4,9,-1,2,0,3,2,5
Cc1cc(=O)[nH]c(Nc2c(C)n(C)n(-c3ccccc3)c2=O)n1,2,1,-1,4,2,2,6,0,4
Cc1sc2nc(CSC(C)C(=O)Nc3ccc(Cl)cn3)[nH]c(=O)c2c1C (centres undefined),1,/,/,5,0,1,9,-2,4
CN(C)CCN(Cc1cc2cc3c(cc2[nH]c1=O)OCO3)C(=S)NCC1CCCO1 (centres undefined),0,-2,-12,-4,0,-2,-6,-4,9
COc1ccccc1NC(=O)N1CCCC1C(=O)NCc1ccccc1Cl (centres undefined),-2,3,-1,-5,1,-3,-1,-1,7
Cc1ccc(SCCC(=O)Nc2ccccc2Br)cc1,2,1,0,3,3,4,26*,0,8
COc1ccc(C(=O)Nc2ccc3c(c2)CCCN3C(=O)c2cccs2)c(OC)c1,4,-1,-1,15,4,-4,-2,-2,0

(continued)
smiles,PAFAH2 inh,Fam108B inh,GSTO1 counter,PME-1 primary,pPAFAH inh,LYPLA1 counter,PAFAH1B2 FP inh,PAD4 inh,PAFAH1B3 FP inh
COc1ccc(S(=O)(=O)N2CCN(C(=O)c3c(C)nn(-c4ccccc4)c3Cl)CC2)cc1,5,1,5,6,2,-1,0,5,10
O=[N+]([O-])c1ccccc1CN1CCN(Cc2ccc3ccccc3c2)CC1,6,-3,6,0,8,0,2,-2,5
COc1ccc(C(=O)Nc2cc(C(F)(F)F)ccc2-n2cnc3ccccc32)cc1,-12,1,2,-7,-5,-2,9,2,8
Clc1ccc(CSc2nnc(-c3ccncc3)s2)cc1,-3,7,-4,3,0,1,18,3,0
CC(C)NCC(=O)Nc1c2c(nc3ccccc13)CCC2,7,1,3,6,-4,-5,2,0,3
O=C(Nc1ccccc1)c1ccccc1C(=O)N1CCCCC1,3,-2,8,-8,2,3,6,-1,12
COc1ccc(C(=O)OCC(=O)NC2CCCCCC2)cc1OC,93*,/,/,-1,9,-1,-1,-3,-1
CC(C)N(C(=O)[C@H]1C[C@H](CC(=O)NCC23CC4CC(CC(C4)C2)C3)C(=O)N2CCc3c([nH]c4ccc(Cl)cc34)[C@]12C)C(C)C,-7,/,/,/,2,/,4,4,1
COc1ccc(-c2c(-c3cc(OC)cc(OC)c3)n(C)c3ccc(-c4ccc(OC)nc4)cc23)cc1,5,/,/,1,2,-1,6,2,-4
O=C(CN1C(=O)c2ccccc2C1=O)OCCOCCN=C1NS(=O)(=O)c2ccccc21,-3,2,9,8,5,1,4,-1,5
CCC(OC(=O)c1cccs1)C(=O)NCc1ccco1 (centres undefined),3,-6,22,-5,0,0,3,-5,5
CCCC(C)NC(=O)c1nc(-c2ccccc2)n(-c2ccccc2)n1 (centres undefined),2,0,2,-4,3,0,1,1,9
CC(C)NC(=O)c1ccccc1NC(=O)Cc1ccc(Cl)cc1,7,-1,-4,1,2,1,-1,-1,0
CCCCN(C(=O)CC1CCCC1)c1c(N)n(CCC)c(=O)[nH]c1=O,-5,/,/,-11,-3,0,4,-3,2
CCCS(=O)(=O)N1CCN(Cc2ccc(OCc3ccccc3)c(OC)c2)CC1,5,0,-2,-2,-4,3,2,-4,-1
CCOC(=O)C1CCN(S(=O)(=O)c2ccc3c4c(cccc24)C(=O)N3)CC1,1,2,-28,-3,-9,0,3,0,3
O=C1c2ccccc2C(=O)N1CCSc1nc2ccccc2c(=O)n1CCCN1CCOCC1,6,-6,12,-3,4,0,7,-3,4
O=C(C1CCN(S(=O)(=O)c2cccnc2)CC1)N1CCN(c2ccc(Cl)cc2)CC1,-14,1,6,5,-5,3,1,0,-4
Cc1cccc(C)c1OCc1cc(C(=O)N2CCN(c3ccccn3)CC2)no1,14,2,7,0,4,-1,5,1,8
COc1ccccc1/C=N\Nc1ccccc1[N+](=O)[O-],1,4,18,5,9,1,0,1,1
Cc1oc(-c2ccccc2)nc1CC(=O)O,3,1,-2,4,2,-1,7,5,10
COc1ccc(N2C(=O)CCC(C(=O)O)C2c2ccccc2OC)cc1 (centres undefined),-5,-2,5,5,5,0,-1,-1,3
CCc1ccc(OCCCC(=O)Nc2ccc(N3CCOCC3)cc2)cc1,-3,-6,4,-3,0,-2,3,0,-2
CCOC(=O)C1CCN(C(C(=O)NC2CCCC2)c2ccc(C)cc2)CC1 (centres undefined),-1,0,1,1,1,3,7,2,0
N#Cc1c(Cl)cccc1N1CCC(C(N)=O)CC1,/,-2,1,3,8,-2,/,4,/
O=C(c1nsc(Cl)c1Cl)N1CCCCC1,4,0,1,-6,-2,-2,2,-2,8
COc1ccc(NC(=O)CN2CCN(c3ccc(F)cc3)CC2)cc1,-3,0,-2,-3,6,1,4,2,0

Screens: PubChem, The Scripps Research Institute Molecular Screening Center

An excerpt, so the mix of outcomes need not match the whole.
